Screens as filed in PubChem BioAssay.
NCI-60 one-dose screen, 48 h, at 10 µM unless noted. Numbers give growth in % (100 = growth as untreated, 0 = no growth, -100 = all killed).
HL-60(TB): HL-60(TB) leukemia cells | 9% of 78,000 active | AID 1794776; active = growth percent below 10
Starred values were filed as active, the others as inactive; & = joins results of further samples.

Compound | HL-60(TB)
Cc1[nH]c(C(=O)Nc2ccc(C(N)=O)cc2N2CCOCC2)c(Cl)c1Cl | 91.5
O=C(/C(=C/c1ccc(Cl)cc1)Cc1nc2ccccc2[nH]1)c1nc2ccccc2[nH]1 | 100.7
CCOC(=O)/C=C1/S/C(=N/NC(=O)COc2cc(=O)n(C)c3ccccc23)N(Cc2ccccc2)C1=O | 110.5
CSSc1ccccc1 | 135.3
CCOC(=O)CSC1=Nc2c(c(-c3ccccc3)c(-c3ccccc3)n2C2CCCCC2)C2=NCCN12 | 99.3
NC(=O)c1cc2ccncc2c2ccccc12 | 129.2
O=C1c2ccccc2N2C(=O)CN(Cc3ccccc3)C(=O)C23C=CC1O3 (stereo unspecified) | 104.5
Cc1ccc(-n2c(-c3cc(-c4cccnc4)n(-c4ccccc4)n3)n[nH]c2=S)cc1 | 101.0
OCc1cc(CN2CCCCC2)c(O)c2ncccc12 | 33.2
Nn1c(N/N=C/c2ccc3[nH]ncc3c2)n[nH]c1=S | 114.2
COc1ccc(-c2nnc(-c3nc4ccccc4nc3Cl)o2)cc1 | 96.4
CC(C)(C)c1ccc(NCc2cn(-c3ccc(C(=O)O)cc3)nc2-c2ccc(C#N)cc2)cc1 | 3.1*
Nc1c(C(=O)Nc2cccc3ncccc23)sc2nc3c(cc12)CN(Cc1ccccc1)CC3 | 48.6
CCC(C)c1ccc(OCC(C)N(CCCl)Cc2ccccc2)cc1 (stereo unspecified) | 38.4
CCOC(=O)/C(C#N)=C\c1c(-c2cccc(NC(C)=O)c2)[nH]c2ccccc12 | 85.3
CCn1c(=O)c2ncnnc2n(CC)c1=O | 161.3
CCC(=O)Oc1ccc(/C(=C(\C)c2ccccc2)c2ccc(OCCCN(C)C)cc2)cc1 | 79.7
O=C(O)CC(NC(=O)Cc1ccc(C(F)(F)F)cc1)c1cccc(Cl)c1 (stereo unspecified) | 104.1
COc1ccc(CN2CCc3c(Sc4ccc(Cl)cc4)nc(N)nc3C2=O)c(OC)c1 | 72.9
Oc1ccc2ncccc2c1 | 90.4
CSc1nc(N)c(N)c(N)n1 | 77.8
O=C(Nc1ccc(Oc2ccc(Cl)cc2)c(Cl)c1)c1cc(I)cc(I)c1O | 122.8
O=C1Nc2ccccc2CCc2ccccc21 | 89.5
CC[C@H](Nc1nc(N)nc(C)c1C(N)=O)c1nc2cccc(NCc3ccc(C(=O)NO)cc3)c2c(=O)n1-c1ccccc1 | 106.9
Cc1ccc(C(CN(C)C)C(=O)c2ccccc2)cc1 (stereo unspecified) | -31.3*
O=C1/C(=C/c2ccc(Cl)cc2)CCC/C1=C\c1ccc(Cl)cc1 | 83.0
CCOC(=O)c1c2c(c(C)n1Cc1ccc(OC)cc1)-c1oncc1CC2 | 91.9
O=C1Nc2ccc(I)cc2C1=O | 111.2
COc1ccc(OC)c(/C=C/C(=O)c2nc3ccccc3n2Cc2ccc(F)cc2)c1 | -11.3*
CCN(CC)CC#CCN(CC)CC | 102.0
COc1ccc(-c2nc(NCCO)nc(N)c2C#N)cc1 | 104.2
CCSc1cc(C)nc(N)n1 | 93.7
CC(CC(C)(C)C)C(=O)Cl (stereo unspecified) | 140.7
S=C(NCc1cccnc1)Nc1ccc(Cl)c(Cl)c1 | 109.1
Nc1nc(-c2ccccc2Cl)cs1 | 83.1
COc1ccc(\C=N/N=C(N)/C(N)=N\N=C/c2ccc(OC)cc2)cc1 | 91.5

Next section; the last 6 above are carried over.
Compound | HL-60(TB)
COc1ccc(-c2nc(NCCO)nc(N)c2C#N)cc1 | 104.2
CCSc1cc(C)nc(N)n1 | 93.7
CC(CC(C)(C)C)C(=O)Cl (stereo unspecified) | 140.7
S=C(NCc1cccnc1)Nc1ccc(Cl)c(Cl)c1 | 109.1
Nc1nc(-c2ccccc2Cl)cs1 | 83.1
COc1ccc(\C=N/N=C(N)/C(N)=N\N=C/c2ccc(OC)cc2)cc1 | 91.5
C=CCn1c2ccccc2c2c3c(c4c5ccccc5n(CC=C)c4c21)C(=O)N(O)C3=O | -39.5*
CN1CCN(c2nc(NCCCCNc3ccnc4cc(Cl)ccc34)c3ccccc3n2)CC1 | 28.6
O=S(=O)(c1ccc2c(c1)CCCN2)N1CCC[C@H]2CCCC[C@@H]21 | 67.2
COc1ccc(/C=C/C(=O)C(CC2CCC2)C(=O)/C=C/c2ccc(OC)c(OC)c2)cc1OC | -27.5*
Cc1cccc(/C=N/N=C2\C(=O)Nc3ccc(F)cc32)c1 | 86.2
Brc1ccc(CN(Cc2ccccc2)C2CCCCC2)cc1 | 110.0
COc1cc(NC(=O)Nc2cnc(Nc3ccc(N4CCOCC4)cc3)nc2Oc2ccc(C(F)(F)F)cc2)cc(OC)c1 | 96.4
CCC(C)OC(=O)/C=C\C(=O)NC(N)=O (stereo unspecified) | 111.8
CCCCNc1ccc(Nc2ccccc2)cc1 | 16.5
COc1ccc(Cn2cc(C(=O)Nc3cccnc3Nc3ccccc3)nn2)cc1 | 103.8
O=C1C(=O)c2ccccc2C(O)=C1CC=C1CCCC1 | 94.3
CCn1cnc2c(SC)nc(N)nc21 | 78.5
O=C1CS/C(=N/S(=O)(=O)c2ccc(NNc3c4ccccc4nc4ccccc34)cc2)N1c1ccccc1 | 86.1
c1ccc2cc(Cn3cc[n+](C[n+]4ccn(Cc5ccc6ccccc6c5)c4)c3)ccc2c1 | 90.0
NC(N)=N/N=C(/c1ccccc1)c1ccc2nc(-c3ccc(Cl)cc3)[nH]c2c1 | 21.4
CCCCCCNC(=O)Oc1ccc(/C(=C(/CC)Cc2ccccc2)c2ccc(OCCN3CCCCC3)cc2)cc1 | 75.1
CCc1cnn2c(NCc3ccc[n+]([O-])c3)cc(N3CCCC[C@H]3CCO)nc12 | -43.2*
Cc1nc2sc(C(=O)Nc3cccc4c3OCCO4)c(N)c2cc1C(C)O (stereo unspecified) | 8.3*
CC1(C)C(C=C(Cl)Cl)C1c1nc(C#N)c(NCCN2CCOCC2)o1 (stereo unspecified) | 82.7
O=C(Nc1ccc(Oc2cccc(F)c2)c(Cl)c1)c1cccnn1 | 73.6
Cc1ccc(/C=C(\C#N)n2nnc3cc(F)c(F)cc32)cc1 | -1.9*
Cc1nn(-c2ccccc2)c(N2CCOCC2)c1/C=C/C(=O)c1ccc2c(c1)OCO2 | 85.3
O=C(O)CCC(=O)c1ccccc1 | 98.5
COC(=O)C(Cl)(Cl)N=Nc1c(Cl)cc(Cl)c(C)c1Cl | 52.7
COc1ccc2cc(-c3ccc(NC(C)=O)c(=O)o3)ccc2c1 | 95.1
Cc1cccc2c3c(sc12)C(c1ccc(Cl)cc1)c1c(nc(-c2ccc(Cl)cc2)[nH]c1=O)O3 (stereo unspecified) | 102.2
COC(=O)C(C(Br)C(=O)c1ccccc1)C(c1ccccc1)[N+](=O)[O-] (stereo unspecified) | 93.4&116.1
COc1cc(NC(C)CCCN2C(=O)c3ccccc3C2=O)c2nc(C)ccc2c1OC (stereo unspecified) | 69.6
COc1cc([N+](=O)[O-])c(S(=O)(=O)O)cc1NS(=O)(=O)c1ccc(C)cc1 | 116.7
CC(=O)c1ccc(OCC(=O)Nc2nc(-c3ccc(Cl)cc3)cs2)cc1 | 107.7
CC1=CC(=O)CCC12CCOC2=O (stereo unspecified) | 86.5
Cn1cccc1C1CC(=O)N(CCC[Se]C#N)C1=O (stereo unspecified) | -42.8*
O=[N+]([O-])c1cccc(SC(Cl)(Cl)Cl)c1 | 93.3
c1ccc(-c2n[nH]c(-c3[nH]nc(-c4ccccc4)c3-c3ccccc3)c2-c2ccccc2)cc1 | 90.2
Clc1ccc(-c2csc(=Nc3ccccc3)n2-c2cccc(-n3c(-c4ccc(Cl)cc4)csc3=Nc3ccccc3)c2)cc1 | 58.2
CCCN(CCC)S(=O)(=O)c1ccc(C(=O)O)cc1.CCCN(CCC)S(=O)(=O)c1ccc(C(=O)O)cc1.[Cl][Pt+2][Cl].[NH2-].[NH2-] | -3.0*

Continuation.
structure,HL-60(TB)
COc1ccc(C(O)(c2ccc(OC)cc2)c2ccccc2OC)cc1,86.1
COc1cc(O)c(C(C)=O)c2c1C=CC(C)(C)O2,68.5
CNC(=O)NCC1OC(n2cnc3c(NC(=O)Nc4ccccc4)ncnc32)C2OC(C)(C)OC12 (stereo unspecified),83.9
CCn1cc(C(=O)O)c(=O)c2cc(F)c(N3CCN(CC(=O)Nc4ccc(C(C)=O)cc4)CC3)cc21,95.7
NC(=O)C1c2ccccc2C=Cc2ccccc21,111.4
NC(CSC(c1ccccc1)(c1ccccc1)c1ccccc1)C(=O)NCC(=O)O (stereo unspecified),55.0
CC(=O)N1N=C(c2ccc3c(c2)OCO3)CC1c1sc(N(C)Cc2ccccc2)nc1Cl (stereo unspecified),108.7
O=C(NCc1ccccc1)Nc1ccc2cc3ccc(NC(=O)NCc4ccccc4)cc3nc2c1,103.5
COc1cc2cc(Sc3ccc(NC(=O)c4cccc(C(F)(F)F)c4)cc3)c(C)nc2cc1OC,88.7
COC(=O)c1nc(N)nc(C(=O)OC)c1C(=O)c1ccc(OC)cc1,65.7&114.8
CCOC(=O)c1c(-c2ccc(O)cc2)c(C#N)c2c(C#N)c(N)nn2c1N,22.5
Cc1ccc(S(=O)(=O)CC(=O)c2cc3ccccc3oc2=O)cc1,110.0
CC1(C)c2ccccc2-c2nc3ccccc3cc2C1N1CCOCC1 (stereo unspecified),100.8
Cc1nn(-c2ccccc2)c(N2CCN(C)CC2)c1/C=N/N=c1\sc2ccccc2n1C,21.2
OCCNc1nc(Nc2ccc(Cl)c(Cl)c2)nc2ccccc12,44.4
Nc1cc(N)nc(N)n1,86.5
Cc1c(Br)cccc1NC(=O)c1c(N)c2cc3c(nc2n1C)CCCC3,89.1
C=CC(=O)N[C@H](Cc1ccc(-c2cc(Cl)cc(Cl)c2)cc1)[C@H](O)[C@@H](O)C(=O)OCC,86.6
CC1C(=O)OC(=O)N1c1ccccc1 (stereo unspecified),114.7
COc1ccc(CCC(=O)c2ccccc2)cc1,85.6
O=C(N/N=C/c1ccccc1O)c1ccccc1,11.4
N=C1C(c2nc(-c3ccc(F)cc3)cs2)=C(O)CN1CCCN1CCOCC1,112.4
COc1ccc(C(=O)/C=C/c2ccc3c(c2)OCO3)cc1S(=O)(=O)NNC(=O)c1ccncc1,97.1
[O-][N+](=Nc1ccc(Sc2ccccc2)cc1)c1ccc(Sc2ccccc2)cc1,118.5
O=C(NNC(=O)[C@@H]1C[C@H](C(=O)O)[C@@H]2CCC[C@@H]21)c1ccncc1,89.3
CSc1nc(Nc2cccc(NC(=O)/C(C#N)=C/c3ccccc3)c2)c(C#N)c(-c2cccc([N+](=O)[O-])c2)n1,90.6
O=C(CSc1nnc(-c2ccc(NC(=O)c3cccnc3)cc2)o1)Nc1ccc(Cl)cc1,104.8
CCOC(=O)c1cc2cccc(OC)c2oc1=O,116.6
Cc1cc(SC#N)cc(C(C)(C)C)c1O,74.3
C#CC(C)(O)CC(C)C (stereo unspecified),71.1

In the list so far, 4 have a nitro group on carbon.
structure,HL-60(TB)
COC(=O)C(C(Br)C(=O)c1ccccc1)C(c1ccccc1)[N+](=O)[O-] (stereo unspecified),93.4&116.1
COc1cc([N+](=O)[O-])c(S(=O)(=O)O)cc1NS(=O)(=O)c1ccc(C)cc1,116.7
O=[N+]([O-])c1cccc(SC(Cl)(Cl)Cl)c1,93.3
CSc1nc(Nc2cccc(NC(=O)/C(C#N)=C/c3ccccc3)c2)c(C#N)c(-c2cccc([N+](=O)[O-])c2)n1,90.6

Further structures
structure,HL-60(TB)
O=S(=O)(Nc1ncccn1)c1ccc(N=Nc2ncccc2O)cc1,101.1
COc1ccc(-c2[nH]ncc2CNc2ccc3ccccc3c2)cc1,103.6
CCCCOc1nc2c(C)cccc2cc1/C=C/c1cc(/C=C/c2cc3cccc(C)c3nc2OCCCC)n(-c2ccccc2)n1,95.6
N#CC1=C(N)Oc2c(sc3c(Br)cccc23)C1c1ccc(F)cc1 (stereo unspecified),-25.6*
CC(=O)Nc1ccc(Oc2c(/C=N/N=c3\sc4ccccc4n3C)c(C)nn2-c2ccccc2)cc1,43.2
CC(=O)NC1=NC(=O)/C(=C/c2ccc(Cl)cc2Cl)N1C,101.8
COc1ccc(OC)c(-c2nc(SCC(=O)c3ccc(-c4ccccc4)cc3)[nH]c(=O)c2C#N)c1,93.2
OC(c1cc(C(F)(F)F)nc2c(Cl)cc(Cl)cc12)C1CCCCN1 (stereo unspecified),77.2
CC(=O)c1ccc(NCn2nc(-c3ccc(Cl)cc3)oc2=S)cc1,88.9
O=C(CCCCCCN1CC(=O)N2[C@@H](c3ccc(F)cc3)c3[nH]c4ccccc4c3C[C@H]2C1=O)NO,118.9
CCOC(=O)c1ccc(N2C(=O)C(Cl)=C(Nc3cccc(C(F)(F)F)c3)C2=O)cc1,94.7
O=C1C(Br)C2CCC1C2C(=O)O (stereo unspecified),86.4
N#CCCN1CCSC1=S,100.3
Nc1cc(Cl)c(F)cc1Cl,104.0
NC(=O)NC(=O)N/N=C/c1ccc([N+](=O)[O-])o1,73.5
Cn1cc2c(c1-c1ccccc1)CCc1cnc(=O)[nH]c1-2,106.9
O=C(Nc1ccccc1)C1CN(Cc2ccc[nH]2)CCS1 (stereo unspecified),88.0
Nc1nc(CC(=O)NCCc2ccccc2)nn1C(=O)c1ccc(Cl)cc1,83.5
Cc1c(/C=C2\SC(=S)N(Cc3ccco3)C2=O)c2ccccc2n1C,111.4
CCCCCCCCCCCCCCCC(=O)OCC(O)C1OC(=O)C(O)=C1O (stereo unspecified),91.3
CCCCN(CCCC)CCNc1ccc(C)c2sc3ccc(Cl)cc3c(=O)c12,77.6
C1=NCCc2ccccc21,116.2
CN1/C(=C\C(I)C(I)C2=[N+](C)c3ccccc3C2(C)C)C(C)(C)c2ccccc21 (stereo unspecified),-20.1*
OC(COc1ccc(Cl)cc1Cl)COc1ccc(Cl)cc1Cl,59.1
COc1cccc(-c2nc3ccc(C(=O)NN4C(=O)c5ccccc5C4=O)cc3[nH]2)c1,88.8
COc1ccc(-c2c(C#N)cnc(C)c2C)c(O)c1OC,94.8
CN(C)c1nc(NCCNS(=O)(=O)c2ccc(C(=O)/C=C/c3ccc(Cl)cc3)cc2)nc(Nc2ccc(F)cc2)n1,-42.7*
O=c1n(Cn2cnn(-c3ccccc3)c2=O)cnn1-c1ccccc1,40.5
N#C/C(=C/N1C(=O)CC(=O)NC1=S)C(N)=O,107.3

Not all compounds are listed (hit frequency here may not be typical).
